Screening results as filed in PubChem BioAssay.
V1aR counter – agonists of human V1a receptor, primary screen, counter-screen for OXTR agonist project, fluorescence, CHO-V1R cells; 320,000 tested, 0.25% active; activation, % at 3 µM; Vasopressin V1a receptor (Homo sapiens), P37288; AID 2797, 2010; Fluo-8 calcium fluorescence, agonist mode; 0% DMSO, 100% 3 nM vasopressin;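 active = activation above the mean activation of all tested compounds plus 3 SD, per screening run, cut at about 20% in these data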;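 also: signal is peak over basal fluorescence ratio across a 100 second FLIPR read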
Target sequence (P37288 whole entry, looked up): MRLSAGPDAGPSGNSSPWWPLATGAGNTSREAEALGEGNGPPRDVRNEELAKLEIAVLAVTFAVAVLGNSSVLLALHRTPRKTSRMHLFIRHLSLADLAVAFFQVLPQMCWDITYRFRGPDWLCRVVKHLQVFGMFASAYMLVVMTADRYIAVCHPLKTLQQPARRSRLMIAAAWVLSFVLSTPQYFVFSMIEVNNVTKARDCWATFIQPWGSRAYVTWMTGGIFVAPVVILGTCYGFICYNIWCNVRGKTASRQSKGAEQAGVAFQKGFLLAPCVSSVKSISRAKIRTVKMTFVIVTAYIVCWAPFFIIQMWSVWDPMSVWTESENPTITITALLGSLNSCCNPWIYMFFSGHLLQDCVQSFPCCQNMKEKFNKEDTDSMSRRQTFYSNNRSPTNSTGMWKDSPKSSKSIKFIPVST
OXTR ag – human OXTR agonists, primary screen, fluorescence, CHO-OTR cells, Fluo-8 calcium | AID 2435, 2010 | 320,000 tested, 0.32% active | Oxytocin receptor (Homo sapiens), P30559 | Fluo-8 calcium fluorescence; normalized: DMSO 0%, oxytocin 100% | activation, % at 3 µM;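 active = activation above the mean of all tested compounds plus 3 SD, cutoff set per screening run, cut at about 20% in these data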;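 also: peak over basal fluorescence ratio from a 100 s FLIPR kinetic read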
GalR3 antag – GalR3 antagonists in HEK293 cells, primary screen, cell-based, fluorescence readout | Galanin receptor type 3 (Homo sapiens), O60755 | AID 651719, 2012 | 360,000 tested, 0.44% active | inhibition, % at 3 µM | HEK293 GalR3-CNG cAMP membrane potential fluorescence; galR3 body fused to GalR1 C-terminus;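 active = inhibition above the screen-wide average plus 3 SD, cut at about 13% in these data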;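 also: forskolin and galanin both at EC90 stimulate the cells; cAMP rise reported by CNG channel membrane potential dye signal; 0% = forskolin plus galanin with DMSO and 100% = forskolin alone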
MEKK2mut PB1 HTS – MEK5 binding signal on mutant MEKK2 PB1, primary screen, biochemical, multiplex bead flow cytometry, Alexa488-MEK5; Alexa488-MEK5 binding to MEKK2 mutant; percent response, % at 10 µM; 290,000 tested, 0.35% active; in the data active = percent response above about 24%, passing the limit was not always enough; also: inactives centre near 1; some results filed as inactive read as strong as hits; reference of the scale not given here
MEKK2 WT-MEK5 – modulators of MEK5 binding to wildtype MEKK2, primary screen, biochemical, multiplex bead flow cytometry, Alexa488-MEK5; Mitogen-activated protein kinase kinase kinase 2 (Homo sapiens), Q9Y2U5; Alexa488-MEK5 binding to MEKK2 WT; actives lie on both sides; binding response (% of control), % at 10 µM; 290,000 tested, 1.1% active; AID 1531, 2009; in the data active = binding response below about 67% or above about 130%
GPR7 antagonist – GPR7 receptor antagonists, primary screen, cell-based, fluorescence, single concentration | AID 1861, 2009 | inhibition, % at 4.4 µM | GPR7-expressing cells, fluorescence antagonist assay | 290,000 tested, 1.1% active; in the data active = inhibition above about 16%, passing the limit was not always enough;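 also: cells stimulated with the agonist NPW; 0% = agonist with vehicle and 100% = vehicle without agonist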
PHOSPHO1 block – PubChem AID 1565 | inhibition, % at 13.3 µM | 290,000 tested, 1.1% active | recombinant PHOSPHO1, absorbance phosphatase assay; in the data active = inhibition above about 60%
NALP1 yeast inh – NALP1 inflammasome inhibitors in reconstituted yeast, colorimetric, S. cerevisiae, triplicate retest | S. cerevisiae NALP1/ASC/caspase-1 growth, X-gal OD620, 72 h | inhibition, % at 10 µM | 280,000 tested, 0.61% active; in the data active = inhibition mostly above about 24%, no sharp cut-off; inactive = mostly below about 32%; also: some compounds called inactive have numbers as strong as hits
MEKK3 PB1 HTS – modulators of MEKK3-MEK5 PB1 binding, primary screen, biochemical, wildtype MEKK3, multiplex bead flow cytometry, Alexa488-MEK5. Mitogen-activated protein kinase kinase kinase 3 (Homo sapiens), Q99759. bead-based flow cytometry, Alexa488-MEK5 binding to MEKK3; actives lie on both sides; 0 = blocked by unlabeled MEK5, 100 = vehicle. binding response (% of control), % at 10 µM. 290,000 tested, 1.4% active;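 active = binding response more than 3 SD above or below the average of its plate-row segment, actives on both sides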;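 also: Alexa488 bead fluorescence after subtracting the streptavidin-only scavenger bead signal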
Target sequence (Q99759 whole entry, looked up): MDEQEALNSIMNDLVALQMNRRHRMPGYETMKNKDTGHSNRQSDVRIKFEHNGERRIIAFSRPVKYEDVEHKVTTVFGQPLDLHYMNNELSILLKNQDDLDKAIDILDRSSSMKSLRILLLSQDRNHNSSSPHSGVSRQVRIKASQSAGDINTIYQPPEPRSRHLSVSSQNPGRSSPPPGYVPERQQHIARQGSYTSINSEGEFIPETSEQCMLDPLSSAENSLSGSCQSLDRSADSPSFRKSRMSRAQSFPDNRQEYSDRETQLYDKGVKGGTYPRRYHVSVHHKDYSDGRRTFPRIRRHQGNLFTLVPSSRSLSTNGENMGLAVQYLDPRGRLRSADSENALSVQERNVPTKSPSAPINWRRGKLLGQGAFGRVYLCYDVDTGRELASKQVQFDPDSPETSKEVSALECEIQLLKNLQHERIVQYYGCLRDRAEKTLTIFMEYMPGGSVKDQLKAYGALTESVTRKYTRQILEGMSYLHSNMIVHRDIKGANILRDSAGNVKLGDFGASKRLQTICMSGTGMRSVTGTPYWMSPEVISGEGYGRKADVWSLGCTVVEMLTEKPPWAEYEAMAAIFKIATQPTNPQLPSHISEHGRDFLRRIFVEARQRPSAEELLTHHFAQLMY
Starred values were filed as active, the others as inactive; / = not tested or not shown.

1	COc1cccc2sc(N(C)c3ccccc3)nc12
2	CN(C)/C=N/C1=C(C#N)C(c2ccc(Br)cc2)c2ccc3ccccc3c2O1 (configuration not stated)
3	COc1ccccc1NC(=O)C(=O)NNS(=O)(=O)c1ccc2ccccc2c1
4	CCc1c(C)sc(NC(=O)c2cnn3cccnc23)c1C#N
5	CCN(CC)CCCN1C(=O)C(O)=C(C(=O)c2cc3ccccc3o2)C1c1ccccn1 (configuration not stated)
6	CCOc1ccc(-c2nnc(-c3ccncc3)o2)cc1OCC
7	COc1ccc(OC)c(NC2c3ccccc3C(=O)N2c2cccnc2)c1 (configuration not stated)
8	CCCCc1ccc(C2C3=C(CC(C)(C)CC3=O)NC3=C2C(=O)c2ccccc23)cc1 (configuration not stated)

Compound	1	2	3	4	5	6	7	8
V1aR counter	-2.0	0.8	0.2	-0.4	-0.3	0.2	-0.7	0.1
OXTR ag	-2.8	-0.8	0.7	0.8	0.1	-0.3	-0.9	0.6
GalR3 antag	-5	-9	0	-5	-1	-3	/	4
MEKK2mut PB1 HTS	-1	3	31	1	-5	-6	-5	0
MEKK2 WT-MEK5	101	89	118	100	96	97	98	105
GPR7 antagonist	2	-7	-10	-7	9	2	0	-7
PHOSPHO1 block	4	10	19	-14	-1	32	9	-32
NALP1 yeast inh	1	-5	/	8	-4	9	20	8
MEKK3 PB1 HTS	107	99	131*	101	91	96	87	99

9	Cc1ccc(OCC(O)CN2CCOCC2)cc1C (configuration not stated)
10	O=C(Nc1ccccc1)N1CCCC(c2nc(-c3cccs3)no2)C1 (configuration not stated)
11	Cc1ccc(C(c2nnnn2C(C)(C)C)N2CCC(C)CC2)cc1 (configuration not stated)
12	Cc1ccc2oc3c(c(=O)c2c1)C(c1cccc(Cl)c1)N(CCCN1CCOCC1)C3=O (configuration not stated)
13	Cc1nc(CN2CCC(c3ccccc3)CC2)cc(=O)[nH]1
14	CCn1c2ccccc2c2cc(NC(=O)c3cccc(OC)c3)ccc21
15	Cc1ccc(NC(=Nc2ccc(Br)cc2)N2CCOCC2)cc1C
16	CCN(Cc1nc(-c2cccc(C)c2)no1)C(=O)c1ccc2c(c1)OCO2

Compound	9	10	11	12	13	14	15	16
V1aR counter	1.2	1.0	-1.9	0.6	0.0	-0.2	5.9	3.6
OXTR ag	1.2	2.1	-2.9	0.3	1.4	-0.3	6.7	1.7
GalR3 antag	-11	/	1	2	4	/	-11	-10
MEKK2mut PB1 HTS	1	1	3	18	5	2	7	-7
MEKK2 WT-MEK5	104	98	107	119	103	96	113	95
GPR7 antagonist	-14	-5	-9	/	-11	-7	10	12
PHOSPHO1 block	8	3	-1	10	42	-6	12	9
NALP1 yeast inh	13	5	-49	/	-19	35	9	2
MEKK3 PB1 HTS	101	100	98	110	102	93	103	99

17	O=C(Nc1ccc2c(c1)OCCO2)c1coc2ccccc2c1=O
18	O=c1oc2ccccc2c(NC(c2ccccc2)c2ccccc2)c1[N+](=O)[O-]
19	CCn1c(SCC(N)=O)nnc1-c1cc2c(C)nn(-c3ccccc3)c2s1
20	CC12Cc3ccc4ccccc4c3C=C1C[N+](C)(C)C2 (configuration not stated)
21	O=C(CSc1nnc(Nc2ccccc2)s1)NCc1ccco1
22	CN(c1ccccc1)S(=O)(=O)c1cccc(NS(=O)(=O)c2ccc(/C=C/C(=O)O)cc2)c1
23	Cc1cccc(-c2nnc(NC(=O)c3ccc(Cl)cc3)o2)c1
24	O=c1ccc2cc(S(=O)(=O)NCCCc3ccccc3)ccc2[nH]1

Compound	17	18	19	20	21	22	23	24
V1aR counter	0.7	-1.0	0.1	-1.2	-0.9	-0.5	9.7	8.8
OXTR ag	-1.1	-1.9	-0.1	0.4	-1.8	0.9	0.9	5.0
GalR3 antag	-5	-3	-4	-2	-3	-2	-5	0
MEKK2mut PB1 HTS	17	2	0	-1	-1	0	-1	5
MEKK2 WT-MEK5	109	106	99	106	97	108	97	101
GPR7 antagonist	-5	-3	-8	-12	-7	-18	-3	-3
PHOSPHO1 block	4	0	39	6	25	-100	4	19
NALP1 yeast inh	11	10	5	2	19	4	7	9
MEKK3 PB1 HTS	101	105	104	100	101	102	100	101

Retrieved one by one from the entries so far (6):
17	O=C(Nc1ccc2c(c1)OCCO2)c1coc2ccccc2c1=O
6	CCOc1ccc(-c2nnc(-c3ccncc3)o2)cc1OCC
9	Cc1ccc(OCC(O)CN2CCOCC2)cc1C (configuration not stated)
15	Cc1ccc(NC(=Nc2ccc(Br)cc2)N2CCOCC2)cc1C
22	CN(c1ccccc1)S(=O)(=O)c1cccc(NS(=O)(=O)c2ccc(/C=C/C(=O)O)cc2)c1
24	O=c1ccc2cc(S(=O)(=O)NCCCc3ccccc3)ccc2[nH]1

Compound	17	6	9	15	22	24
V1aR counter	0.7	0.2	1.2	5.9	-0.5	8.8
OXTR ag	-1.1	-0.3	1.2	6.7	0.9	5.0
GalR3 antag	-5	-3	-11	-11	-2	0
MEKK2mut PB1 HTS	17	-6	1	7	0	5
MEKK2 WT-MEK5	109	97	104	113	108	101
GPR7 antagonist	-5	2	-14	10	-18	-3
PHOSPHO1 block	4	32	8	12	-100	19
NALP1 yeast inh	11	9	13	9	4	9
MEKK3 PB1 HTS	101	96	101	103	102	101

(further entries)
25	CN(CC(=O)NCCc1ccc(S(N)(=O)=O)cc1)Cc1ccc(Cl)cc1Cl
26	CC(=O)Oc1ccc(C2(C)CC(C)(C)Oc3cc(OC(C)=O)ccc32)c(OC(C)=O)c1 (configuration not stated)
27	COc1ccccc1S(=O)(=O)Cc1ccc(C(=O)N2CCN(c3ccc(C)cc3)C(C)C2)o1 (configuration not stated)
28	Clc1ccc(OCCSc2nnnn2C2CCCCC2)cc1
29	O=S1(=O)Nc2c(ccc3cccnc23)-c2ccccc21
30	Cc1cc(C)n2nc(CC(=O)NCc3ccc(F)cc3)nc2n1
31	O=C(O)CN1CCCCCC1=O
32	CCCC1(C(=O)OCC)NC(c2cc(OC)c(OC)c(OC)c2)C2C(=O)N(CC)C(=O)C21 (configuration not stated)

Compound	25	26	27	28	29	30	31	32
V1aR counter	10	-0.2	4.2	0.9	0.5	0.2	0.7	0.9
OXTR ag	6.8	-1.8	6.0	-0.2	-0.7	0.3	0.3	-0.4
GalR3 antag	-11	-11	/	-1	/	-11	-2	-4
MEKK2mut PB1 HTS	-1	6	8	5	4	-1	-14	/
MEKK2 WT-MEK5	99	105	103	99	104	100	80	/
GPR7 antagonist	2	-5	-11	-2	-6	3	-4	-6
PHOSPHO1 block	28	-1	46	11	6	0	20	-2
NALP1 yeast inh	3	15	37	-5	12	18	-6	6
MEKK3 PB1 HTS	100	109	105	99	102	96	94	/

33	CCOc1ccc(C2C(C(=O)OC)=CN(CCOC)C=C2C(=O)OC)cc1
34	O=C(NCC1CCN(Cc2ccccc2F)CC1)Nc1ccccc1F
35	CC[n+]1ccc(/C=C/c2ccc(N(C)C)cc2)c2ccccc21
36	Cc1ccc(CNS(=O)(=O)c2c(C)n(C)c(=O)n(C)c2=O)cc1
37	CCOc1ncccc1C(=O)N(CC)CC(=O)Nc1ccc(NC(C)=O)cc1
38	CCN1CCN(C(=S)c2ccc(Cl)c(Cl)c2)CC1
39	Cc1ccc(C)c(NC(=O)CCCCCN2C(=O)[C@@H]3Cc4ccccc4CN3C2=O)c1
40	COc1ccc(S(=O)(=O)Cc2ccc(C(=O)N3CCOCC3)o2)cc1

Compound	33	34	35	36	37	38	39	40
V1aR counter	0.8	-0.2	/	0.4	0.1	0.0	1.2	0.8
OXTR ag	-1.0	0.5	/	0.0	-0.4	1.0	-1.1	0.6
GalR3 antag	-5	-7	3	4	-3	-3	2	0
MEKK2mut PB1 HTS	-1	9	38	-9	-1	-4	-10	2
MEKK2 WT-MEK5	95	109	/	88	99	101	94	102
GPR7 antagonist	-3	-1	11	3	-7	-5	4	7
PHOSPHO1 block	27	29	28	9	-11	95*	12	3
NALP1 yeast inh	/	20	45*	/	32	-2	30	/
MEKK3 PB1 HTS	93	104	94	92	94	96	96	98

41	O=C(Nc1ccc(OCC(=O)N2CCOCC2)cc1)Nc1cccc2ccccc12
42	COc1ccc(CCNC(=O)[C@H](C)N2C(=O)N3CCc4c([nH]c5ccccc45)[C@@]3(C)C2=O)cc1
43	Fc1ccc(N2CCN(c3nc(CN4CCOCC4)nc4scc(-c5ccccc5)c34)CC2)cc1
44	CC(C)C[C@H](NC(=O)N1CC(=O)Nc2ccccc21)C(=O)N[C@@H](C(=O)O)c1ccccc1
45	NS(=O)(=O)c1ccc(CCNC(=O)CSc2nc3ccccc3c(=O)n2CC2CCCO2)cc1 (configuration not stated)
46	COC(=O)Cn1c(C(O)c2ccccc2)nc2ccccc21 (configuration not stated)
47	Cc1ccc(C)c(OCC(=O)N/N=C/c2ccsc2)c1
48	COc1cccc(C(=O)OC2CCCN(C)C2)c1 (configuration not stated)

Compound	41	42	43	44	45	46	47	48
V1aR counter	-0.3	2.7	-1.0	0.9	0.4	0.4	-0.1	0.7
OXTR ag	-0.5	3.1	-2.0	-0.1	0.2	-0.7	0.2	1.8
GalR3 antag	2	-8	-4	-6	3	-5	-2	1
MEKK2mut PB1 HTS	-9	-2	-2	-1	-3	21	2	4
MEKK2 WT-MEK5	96	101	108	102	97	113	98	104
GPR7 antagonist	-4	9	2	-19	12	-15	5	-11
PHOSPHO1 block	52	3	23	34	49	30	29	6
NALP1 yeast inh	7	8	16	9	20	5	5	30
MEKK3 PB1 HTS	98	97	105	100	96	111	98	99

49	CC1CCCN(S(=O)(=O)c2cc(Cl)ccc2Cl)C1 (configuration not stated)
50	CN1CCN(C(=O)CSc2nc3ccc(NC(=O)c4ccccc4F)cc3s2)CC1
51	O=c1cc(C(F)(F)F)[nH]c2c(OC(F)(F)F)cccc12
52	COCc1cc(=O)[nH]c(SCC(=O)c2ccccc2)n1
53	CC(=O)c1cccc(NC(=O)Nc2c(C)nn(C)c2C)c1
54	CSc1ccc(/C=N/NC(=O)CN2CCN(Cc3ccc(C)cc3)CC2)cc1
55	CC1CCN(C(=S)c2ccc(N(C)C)cc2)CC1
56	CCOC(=O)c1cnc2c(cnn2C)c1Oc1ccc(OC)cc1
57	CC(=O)Oc1ccc(N(C(C)=O)S(=O)(=O)c2ccc(C)cc2C)c2ccccc12
58	O=C(Cn1cnc2ccccc21)N/N=C/c1ccc([N+](=O)[O-])cc1
59	Cc1cc2nnc(SCCCCN3C(=O)c4ccccc4C3=O)n2c2ccccc12

Compound	49	50	51	52	53	54	55	56	57	58	59
V1aR counter	-1.2	-0.2	8.0	-0.2	0.3	2.3	-1.1	-0.1	/	0.4	/
OXTR ag	-0.8	1.6	9.4	0.0	6.3	1.1	-2.7	-2.0	/	0.7	/
GalR3 antag	-7	-7	-2	0	-2	-6	-7	0	-3	-5	/
MEKK2mut PB1 HTS	1	-25	-5	-8	1	17	-1	-3	6	3	3
MEKK2 WT-MEK5	99	101	100	100	102	120	99	92	105	116	101
GPR7 antagonist	-5	10	-10	0	-9	-9	3	-12	-19	-7	-1
PHOSPHO1 block	5	18	6	3	4	1	27	37	46	-12	18
NALP1 yeast inh	8	/	-3	12	9	34	18	-2	2	20	13
MEKK3 PB1 HTS	95	93	96	99	99	104	100	96	106	141*	100
